# Screening results deposited in PubChem BioAssay by National Center for Advancing Translational Sciences (NCATS).
# Integrin act MD: activators of alpha7 integrin expression for muscular dystrophy | alpha7betagal myoblasts, beta-gal FDG fluorescence, 48 h | Potency, µM (titrated, usually from 38.3 µM), inactives show at the highest dose activation, most hits filed as activators | 350,000 tested, 0.064% active | AID 624291;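 also: potency is read from the fitted curve at half-maximal effect; 100% = response of the positive control SU9516; nearly all actives have a fitted effect of over 60% in size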
#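 alpha7betagal+/- myoblasts (passage 13, 250/well) treated 48 h at 37C with compounds at 1:260 dilution of DMSO stock. Lysed, then beta-galactosidase activity read as FDG fluorescence (ex 480/em 540) after 30 min, with pre-read for autofluorescence.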
# ELG1 genotox: genotoxicity induction in ELG1-luciferase HEK293T cells; 330,000 tested, 1.3% active; AID 504466; Potency, µM (series often up to 46 µM), for the others: at the highest dose activity change, positive = activation, usual class: activators; HEK293T ELG1-luciferase reporter, luminescence, 16 h; also: potency is read from the fitted curve at half-maximal effect; % of control where 0% means no effect; nearly all actives have a fitted effect of over 60% in size
#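 HEK293T cells expressing luciferase-tagged ELG1 were treated with compound or DMSO for 16 hr at 37°C. Luciferase activity was then read after 30 min with ONE-Glo at room temperature; rising signal flags genetic stress.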
# p53 reactivation: mutant p53 re-activation in reporter cells | Potency, µM (doses to about 92.2 µM), for the others: at the highest dose activity change, positive = activation, hits mostly activators | H1299 p53-A138V BP100-luciferase reporter, luminescence, 24 h | AID 504706 | 320,000 tested, 0.063% active; also: potency is read from the fitted curve at half-maximal effect; % of control where 0% means no effect; nearly all actives have a fitted effect of over 45% in size
#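 p53-null H1299 cells stably carrying temperature-sensitive p53-A138V and a BP100-luciferase reporter were pinned with compounds (4-point, 1:5 series) and held 24 hrs at 37 deg C. Luminescence was read 10 min after detection reagent.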
# TSG101-PTAP inh: blocks PTAP/TSG101 interaction to inhibit HIV-1 budding; Potency, µM (doses to about 115 µM), for inactives: at the top dose activity change, negative = inhibition, most hits filed as inhibitors; Fluorescence polarization, FITC-PTAP peptide / Tsg101 binding; Q99816; 340,000 tested, under 10 active; active = well fitted inhibition curve with a large enough effect in the main read-out, with a control signal flat, not every such curve was filed as active; inconclusive = small, poorly fitted or top-dose-only effect, or effect the other way, or a change in a side signal; inactive = no such curve, though single readings can be large or run the other way; also: potency is read from the fitted curve at half-maximal effect; % of control where 0% means no effect
#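 Fluorescence polarization binding of Tsg101 binding domain (10 uM final) to FITC-labeled PTAP peptide (50 nM final) in HEPES pH 7.5 buffer with NaCl, Tween 20, EDTA, TCEP. Compounds added before peptide; binding 20 min at RT.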
# Eya2 inh: blocks the phosphatase activity of human Eya2; recombinant Eya2, OMFP fluorescence dephosphorylation (OMFP is methylfluorescein phosphate); Potency, µM (titrated, usually from 76.9 µM), for the others: at the highest dose activity, negative = inhibition, most hits filed as inhibitors; 330,000 tested, 0.006% active; AID 488837; also: potency is read from the fitted curve at half-maximal effect; % is scaled to controls: 0 for no effect and ±100 for the full control effect
#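 Eya2 (0.2 uM) preincubated 10 min at ambient with compound, then OMFP substrate added at 50 uM; 10 min reaction in 50 mM HEPES pH 7.5, 50 mM NaCl, 5 uM MgCl2, 0.05% BSA, 1 mM DTT. Fluorescence read at Ex 485/Em 525 nm.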
# uPA generation: blocks generation of uPA at the cell surface; Potency, µM (series often up to 38.3 µM), for inactives: at the top dose activity change, negative = inhibition, hits mostly inhibitors; 330,000 tested, 0.31% active; cell surface uPA generation assay, qHTS; active = well fitted inhibition curve with a large enough effect; inconclusive = small, poorly fitted or top-dose-only effect; inactive = no such curve, though single readings can be large or run the other way; tested in mouse RAW 264.7 cells; also: potency is read from the fitted curve at half-maximal effect; % is scaled to controls: 0 for no effect and ±100 for the full control effect; nearly all actives have a fitted effect of over 55% in size
# BRCA1 expr act: BRCA1 expression activation; MCF7-BRCA1-FFLuc reporter, luminescence, 48 h; response scale: scaled: vehicle 0%, 10 µM genistein 100%; Potency, µM (doses to about 46.1 µM), inactives show at the top dose activation, actives largely listed as activators; 380,000 tested, 1.1% active; AID 624202; also: potency is read from the fitted curve at half-maximal effect; nearly all actives have a fitted effect of over 80% in size; some results filed as inactive show a strong effect at the top dose
#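 MCF7-BRCA1-FFLuc cells, 2000/well in phenol-red-free MEM, attached 2 h then treated 48 h at 37 C. Luciferase luminescence read 15 min after reagent; normalized to genistein maximum activation (10microM) and DMSO, concentration-response fitted.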
# B2AR arrestin: beta2AR (human) beta-arrestin recruitment activity | P07550 | 330,000 tested, 0.02% active | beta-arrestin recruitment to beta2AR, cell-based reporter | Potency, µM (titrated, usually from 46.1 µM), inactives show at the top dose activation, hits mostly activators;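 also: potency is read from the fitted curve at half-maximal effect; 0% = DMSO controls and full agonism = EC100 isoproterenol or metaproterenol; nearly all actives have a fitted effect of over 65% in size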
# TRPV1 agonist: agonists of human vanilloid receptor 1 (TRPV1) | AID 540275 | 320,000 tested, 0.19% active | Q8NER1 | activation, % at 8.33 µM | TRPV1-expressing cells, Fluo-8 calcium influx, agonist mode; in the data active = activation above about 80%; inconclusive = between about 30% and that limit; also: 0% is about no effect
# Target sequence (Q8NER1 whole entry, looked up): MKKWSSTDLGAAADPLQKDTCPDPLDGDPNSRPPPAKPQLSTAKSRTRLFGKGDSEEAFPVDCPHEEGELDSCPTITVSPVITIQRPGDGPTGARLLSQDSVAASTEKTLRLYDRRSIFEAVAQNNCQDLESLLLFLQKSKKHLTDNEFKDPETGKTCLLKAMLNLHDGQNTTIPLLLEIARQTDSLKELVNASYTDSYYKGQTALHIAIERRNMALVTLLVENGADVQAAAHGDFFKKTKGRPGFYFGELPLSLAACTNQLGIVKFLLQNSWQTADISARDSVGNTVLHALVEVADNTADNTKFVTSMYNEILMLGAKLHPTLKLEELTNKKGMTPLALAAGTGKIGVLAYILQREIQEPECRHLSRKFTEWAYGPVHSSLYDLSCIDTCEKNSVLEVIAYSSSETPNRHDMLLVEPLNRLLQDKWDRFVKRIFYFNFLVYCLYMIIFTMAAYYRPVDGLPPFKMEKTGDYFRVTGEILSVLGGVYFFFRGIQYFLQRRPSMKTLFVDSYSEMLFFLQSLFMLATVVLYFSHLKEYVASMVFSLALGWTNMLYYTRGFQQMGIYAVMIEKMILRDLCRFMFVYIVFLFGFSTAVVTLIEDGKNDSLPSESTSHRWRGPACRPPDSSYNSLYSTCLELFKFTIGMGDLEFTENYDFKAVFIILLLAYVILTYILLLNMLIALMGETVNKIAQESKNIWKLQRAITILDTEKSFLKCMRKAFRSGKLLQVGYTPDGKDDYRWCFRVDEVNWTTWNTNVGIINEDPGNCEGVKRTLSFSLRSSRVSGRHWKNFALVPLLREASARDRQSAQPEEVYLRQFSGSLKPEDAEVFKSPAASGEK
#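 Cells expressing TRPV1 were dye-loaded with Fluo-8 and read kinetically: 10 s baseline, 3 min after compound (agonist portion), then 2 min after EC20 capsaicin (allosteric enhancer portion). Calcium-bound dye fluorescence at 480/520 nm.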
# USP2a inh: inhibitors of human ubiquitin-specific protease USP2a; O75604; USP2 core, Ub-CHOP2 coupled fluorogenic reporter, 485/531; Potency, µM (highest dose often 38.3 µM), for inactives: top-dose activity change, negative = inhibition, most hits filed as inhibitors; 330,000 tested, 0.01% active; AID 463254;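 also: potency is read from the fitted curve at half-maximal effect; plate controls were DMSO wells for no effect and full inhibition by NEM control for full effect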
#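 Cell-free coupled assay: 10nM USP2 core preincubated 30min RT with compound in Tris-HCl pH 8.0/CaCl2/CHAPS buffer, then 25nM Ub-CHOP2 and 25nM reporter substrate; fluorescence (Ex 485/Em 531) read after 60min RT, normalized to NEM inhibition, concentration-response curves fitted.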
# S-ASM inh: inhibitors of human secretory acid sphingomyelinase | P17405 | placental ASM, HMU-PC fluorogenic substrate, 60 min | Potency, µM (highest dose often 57.5 µM), inactives show top-dose activity change, negative = inhibition, usual class: inhibitors | 340,000 tested, 0.006% active | AID 504937; also: potency is read from the fitted curve at half-maximal effect
#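 Human placenta-derived ASM enzyme was preincubated with compound for 10 minutes at room temperature, then given fluorogenic substrate HMU-PC0 (9 uM final) for 60 minutes at 37 °C; a pH 10 stop preceded fluorescence reading at Ex 386/Em 447 nm.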
# Active calls of the source: *; ? = inconclusive; . = not tested or not shown; & = joins results of further samples; [ ] = another dose, or the depositor's remark. Unless noted, calls follow the shape of the dose curve; as a rule, active = well fitted curve in the direction sought with a large enough effect; inconclusive = small, poorly fitted or top-dose-only effect, or another doubt; inactive = no such curve, though single readings can be large; an effect the other way counts as inactive or inconclusive. Random draw from the library; any-hit rate near 2.6%.
SMILES,Integrin act MD,ELG1 genotox,p53 reactivation,TSG101-PTAP inh,Eya2 inh,uPA generation,BRCA1 expr act,B2AR arrestin,TRPV1 agonist,USP2a inh,S-ASM inh
COc1ccc(-n2ncc3c2CC(C)(C)CC3NC(=O)CCc2c(C)nn(C)c2C)cc1 (centres undefined),0.0%,1.7%,-1.7%,-2.5%,0.5%,3.5%,9.9%,2.8%,3.2,0.0%,-0.9%
COc1cccc(-c2ccc3ncnc(NCc4ccc5c(c4)OCO5)c3c2)c1,.,-10.0%,9.0%,-7.1%,-10.9%&16.0%,7.3%,0.7%,0.3%&0.4%,.,-0.6%&-6.2%,-10.7%
COc1ccc([C@H]2CC(=O)C=C(c3ccc(Cl)cc3C)C2)cc1,2.3%,-2.7%,?,-3.6%,-1.7%,-15.3%,-40.1%,0.4%,20.8,-2.1%,-7.1%
CC(=O)c1c(N2CCN(Cc3ccccc3)CC2)[nH]c(-c2ccccc2)nc1=S,-27.5%,1.6%,13.5%,4.0%,12.3%,1.6%,-2.7%[1.84 µM],-0.9%,-1.0,1.0%,1.2%
O=C(CC1SC(=Nc2ccc(OC(F)F)cc2)N(CCC2=CCCCC2)C1=O)Nc1ccccc1F (centres undefined),-44.1%,-1.0%,1.6%,-0.3%,-6.6%,-9.5%,-28.3%,2.9%,6.3,-1.7%,?
COc1ccc(C2=NO[C@@](CC(=O)O)(C(=O)Nc3ccc4c(c3)OCCO4)C2)cc1,11.7%,3.7%,7.3%,-1.2%,-3.7%,1.3%,-10.6%,0.4%,-3.6,0.2%,-1.4%
COc1cc(/C=C/C(=O)OCC(=O)NC(=O)NC(C)C)ccc1O,-25.9%,4.3%,6.4%,-1.0%,-15.9%,-7.2%,-24.9%,0.3%,14.3,0.0%,-0.7%
COc1ccc(N=Nc2cc(-c3ccccc3)ccc2O)cc1,5.5%,-2.3%,.,0.6%,-0.2%,2.8%,-4.1%,0.5%,-1.7,0.9%,?
CCOC(=O)C1(C)/C(=N/Nc2cccc(Cl)c2)C(=O)C(=O)N1c1ccccc1 (centres undefined),17.1%,-3.7%,3.7%,2.5%,-10.5%,-0.1%,-12.8%,0.4%,2.9,2.6%,-20.4%
CCOC(=O)c1cnc2ccc(C)cc2c1Sc1ccccc1,-35.6%,20.2%,3.0%,-1.2%,-26.7%,-15.0%,26.0%,0.5%,10.3,3.3%,-4.6%
CCC1CCCCN1CCCNC(=O)c1cn(C)c2ccc(S(=O)(=O)N3CCOCC3)cc2c1=O (centres undefined),-30.1%,3.0%,1.6%,0.1%,3.4%,4.0%,-0.4%,-0.9%,-1.1,4.4%,-0.4%
CC1(C)CC(=O)C=C(NNC(=O)C2CCCCC2)C1,6.5%,1.2%,13.8%,-9.0%,-6.3%,1.2%,8.0%,-0.3%,1.8,-1.1%,3.7%
COc1ccc(NCc2nnc(SCC(=O)N3CCCc4ccccc43)o2)cc1,-25.8%,-1.7%,1.1%,-7.1%,-1.0%,-4.2%,-0.2%,0.3%,0.2,1.4%,-6.7%
Cc1cccc(NC(=O)C2CCN(c3nccc(C)n3)CC2)c1,4.0%,1.9%,-1.9%,-2.9%,2.0%[15.4 µM],.,-7.7%,-0.7%,26.9,2.3%,0.4%
Nc1nc(-c2ccco2)nc(N2CCCCC2)n1,-30.7%,1.6%,-2.6%,-10.5%,0.5%,-0.2%,-15.4%,-0.2%,-1.9,1.1%,1.0%
CN(CC(=O)Nc1ccc2c(c1)OCCO2)S(=O)(=O)c1ccc(F)cc1,-19.4%,?,?,-6.0%,4.3%,-0.4%,67.6%,-0.2%,2.9,-2.1%,-0.6%[11.5 µM]
CC(=O)Nc1cccc(-c2csc(Nc3cccc(C)n3)n2)c1,-11.0%,?,8.1%,-2.4%,-11.3%,-0.3%,?,-0.9%,.,0.2%,-13.1%
O=C(CCc1nnc2ccc(NCc3ccccc3)nn12)NCC1CCN(C2CCCC2)C1 (centres undefined),22.1%,-0.1%,0.8%,-4.9%,4.0%,4.4%,18.3%,0.1%,-0.7,-0.3%,0.6%
O=C(Nc1cccc(-c2nnn(CC(=O)N3CCc4ccccc4C3)n2)c1)C1CCC1,19.3%,-9.1%,-5.3%,-5.5%,-16.6%,0.4%,-1.8%,-0.9%,4.4,-3.1%,-6.8%
CCOc1ccc(OCC)c(NC(=O)C2CCCN(c3ncccn3)C2)c1 (centres undefined),3.2%[7.66 µM],-6.3%,-5.3%,-0.1%,-15.2%,.,-4.0%,0.0%,?,-4.8%,-1.2%
COc1cccc(OC)c1C(=O)Nn1c(-c2cccs2)nc2ccccc2c1=O,5.6%,-4.7%,-16.5%,-2.0%,2.1%,-20.8%,-0.8%,-0.7%,7.5,-0.5%,5.9%
Cc1ccc(C(=O)NCC(c2ccco2)N2CCc3ccccc32)cc1 (centres undefined),7.4%,5.7%,-3.3%,-7.5%,-15.0%,0.3%,0.0%,0.4%,?,0.9%,-1.1%
O=C(Cn1c(COc2ccccc2)nc2ccccc21)Nc1cccc(Cl)c1,21.0%,11.3%,13.5%,-0.9%,-2.4%,-2.4%,0.7%,0.0%,0.4,6.8%,1.7%
CCOc1ccc(C2NC(=O)C(C#N)=C(S)N2c2cccc(C)c2)cc1OC (centres undefined),14.7%,0.1%,-4.5%,-5.4%,8.8%,0.8%,10.7%,0.0%,2.3,12.8%,1.5%
O=C(CSc1nnnn1C1CCCC1)N1CCN(C(=O)c2ccco2)CC1,0.4%,-3.8%,-5.7%,-4.9%,6.3%,7.6%,-0.2%,-0.3%,-3.8,-1.6%,5.8%
CC1CC(C)CN(c2ncc3c(n2)CC(c2ccccc2)CC3=O)C1 (centres undefined),14.4%,0.4%,10.7%,-1.4%,3.0%,-4.2%,-4.2%,6.5%,0.9,8.7%,-2.3%
Cc1c(C(C)(C)O)[nH]c2cc(C(F)(F)F)ccc12,30.0%,0.9%,.,-3.7%,1.3%,2.8%,-7.4%,-1.4%,3.9,0.2%,-0.8%
CCN1C(=O)c2cccc3c(S(=O)(=O)Nc4c(C)n(C)n(-c5ccccc5)c4=O)ccc1c23,-9.5%,-1.7%,2.1%,-6.3%,-2.3%,-1.8%,-28.1%,-0.4%,-4.3,2.3%,4.6%
Cn1ccnc1SCC(=O)Nc1nc2c(F)c(F)c(F)cc2s1,-11.0%,2.4%,0.7%,-7.5%,5.9%,8.3%,21.7%,-0.1%,-2.5,15.3%,6.1%
Cc1ccc(SCc2c(C(=O)N/N=C/c3ccoc3)nnn2-c2nonc2N)cc1,24.7%,-5.6%,-5.5%,-3.4%,-3.7%,-5.1%,-13.6%,0.0%,?,3.6%,-27.3%
Cc1cccc(/C=C2\CCC(=C3SCCCS3)C2=O)c1,-47.3%[inhibitor],?,?,-3.4%,2.7%,-10.3%,-38.6%,-0.6%,13.6,5.1%,-12.7%
N/C(=N\OC(=O)c1ccc(Cl)cc1Cl)c1ccccn1,-9.8%,0.259µM*,-9.4%,-5.9%,3.0%,2.82µM*,-84.9%[inhibitor],0.6%,12.2,4.2%,2.9%
Cc1ccc(C)c(NC(=O)c2nnn(Cc3ccccc3)c2N)c1,-6.6%,-0.5%,-10.3%,-4.8%,10.9%,1.6%,6.8%,-0.4%,17.4,-1.9%,-1.4%
CCc1cccc(NS(=O)(=O)c2ccc3c(c2)N(C)CCO3)c1,-6.0%,-0.4%,3.8%,-0.3%,-9.6%,-7.8%,-16.5%,0.2%,8.7,-0.7%,-1.3%
Cc1ccc2c(c1)C1CN(C)CCC1N2C(=S)NC(=O)c1ccc(Cl)cc1Cl (centres undefined),-2.6%,-6.0%,-6.9%,-2.5%,-2.3%,-9.6%,-25.2%,6.8%,-1.5,1.5%,-6.4%
OC1(c2ccc3ccccc3c2)CCN(Cc2ccccc2)C1 (centres undefined),-19.9%,?,25.6%,-2.3%,-1.2%,-3.3%,33.6%,0.1%,-1.2,0.4%,2.4%
